Compound activity deposited in PubChem BioAssay by National Center for Advancing Translational Sciences (NCATS).
RORgamma inh – blocks mouse ROR gamma transcriptional activity; P51450; Potency, µM (top dose mostly 53.6 µM), without a hit: top-dose activity change, negative = inhibition, hits mostly inhibitors; AID 2551; 5.4% of 310,000 active; Drosophila S2 Gal4-RORgamma UAS-luciferase reporter, 20 h; note: potency is the fitted concentration of half-maximal effect; nearly all actives have a fitted effect of over 60% in size
Target sequence (P51450 whole entry, looked up, the tested form may be a part): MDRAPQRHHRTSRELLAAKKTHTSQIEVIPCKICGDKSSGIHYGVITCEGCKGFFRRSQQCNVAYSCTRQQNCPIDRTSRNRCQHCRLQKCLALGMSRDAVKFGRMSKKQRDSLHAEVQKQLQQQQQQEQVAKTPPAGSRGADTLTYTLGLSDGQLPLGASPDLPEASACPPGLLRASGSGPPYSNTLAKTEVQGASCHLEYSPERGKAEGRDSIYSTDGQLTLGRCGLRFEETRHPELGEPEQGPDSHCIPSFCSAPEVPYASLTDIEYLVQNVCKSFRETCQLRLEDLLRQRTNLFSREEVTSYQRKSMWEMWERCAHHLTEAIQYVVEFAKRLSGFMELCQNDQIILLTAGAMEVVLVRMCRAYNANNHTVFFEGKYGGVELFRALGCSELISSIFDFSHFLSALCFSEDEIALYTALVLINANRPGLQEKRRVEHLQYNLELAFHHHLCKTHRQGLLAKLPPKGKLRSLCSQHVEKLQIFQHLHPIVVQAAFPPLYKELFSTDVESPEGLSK
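Compounds are pin-transferred onto Drosophila Schneider cells expressing a copper-inducible Gal4–ROR gamma transactivation domain fusion. After 1 hr, copper sulfate is added to 700 uM final; luciferase is read 20 hr later.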
Gal4-VP16 FLuc – Gal4-VP16 reporter inhibition counter-screen; 3.5% of 310,000 active; Drosophila S2 Gal4-VP16 UAS-luciferase, luminescence, 20 h; Potency, µM (top dose mostly 53.6 µM), for the others: at the highest dose activity, negative = inhibition, usual class: inhibitors;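 note: Gal4-VP16 expression switched on by copper sulfate through the metallothionein promoter; potency is the fitted concentration of half-maximal effect; nearly all actives have a fitted effect of over 50% in size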
FBPA coupling cs – coupling enzyme interference in Giardia aldolase counter-screen; coupling enzyme system counterscreen, AmpLite Red fluorescence; activity change, negative = inhibition, % at 58.2 µM, hits read low; 0.67% of 290,000 active; AID 2472; in the data active = activity change below about -30%
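Compounds tested against the coupling enzymes alone at 57.5 uM final; readout was AmpLite Red fluorescence (525/598 nm) after 20 min at RT.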
* marks the source's active call; other numbers are inactive results; u = inconclusive; & = joins results of further samples; [ ] = dose if it differs, or a comment. Unless noted, calls come from the whole dose curve; as a rule, active = well fitted curve in the direction sought with a large enough effect; inconclusive = small, poorly fitted or top-dose-only effect, or another doubt; inactive = no such curve, though single readings can be large; an effect the other way counts as inactive or inconclusive. % is set by controls: 0 for no effect and ±100 for the full control effect. This is a subset, so the mix of outcomes need not match the whole.

SMILES,Gal4-VP16 FLuc,FBPA coupling cs,RORgamma inh
c1ccc(CNc2nc(-c3ccc4c(c3)OCO4)nc3ccccc23)cc1,-7%,-3,7%
O=C(O)Cc1ccc(OCCNC[C@H](O)c2ccccc2)cc1,-22%,1,-1%
COc1ccc(/C=C/N(CCc2ccc(OC)c(OC)c2)C(C)=O)cc1,-2%[10 µM],1,5%[10 µM]
Cc1cnc(CNc2ncncc2-c2ccccc2Cl)cn1,8%,5,11%
O=S(=O)(c1ccccc1)N1CCC2(CCN(C(c3ccccc3)c3ccccc3)CC2)CC1,-9%,-1,-22%
CCCCC/C=C\C/C=C\C/C=C\CCCCCCC(=O)NCC(=O)O,8%,3,15%
COCCn1c(=O)c(-c2cccc(C#N)c2)nc2cnc(Nc3ccccc3)nc21,-6%,2,-21%
COc1ccc(O[C@H]2C=C[C@@H](c3ccccc3)O[C@H]2COC(=O)CC/C(C)=N\O[C@@H](C)c2cn([C@H]3COC[C@H]3O)nn2)cc1,5%[10 µM],-1,1%[10 µM]
CCCC(=O)Nc1nc2c(ncn2[C@@H]2O[C@H]3COP(=O)(O)O[C@@H]3[C@@H]2OC(=O)CCC)c(=O)[nH]1,-2%,0,2%
COC(=O)[C@@]1(Cc2ccccc2)[C@H]2c3cc(C(=O)N4CCCC4)n(CCc4ccccn4)c3C[C@H]2CN1C(=O)c1ccccc1,4%,1,23%
CC(C)C[C@@H](CC(=O)N[C@@H](CCCN)CC(=O)N[C@@H]1CCCC[C@H]1C(=O)N[C@H](CC(=O)N[C@@H](CCC(=O)O)CC(=O)O)Cc1ccccc1)NC(=O)[C@@H]1CNCC[C@H]1N,9%,0,-3%
CO[C@H]1COC(=O)C/C=C\[C@@H](C)[C@H](OC)COC(=O)CCC[C@@H]1C,-15%[10 µM],2,14%[10 µM]
O=c1c(-c2cc(F)cc(F)c2)nc2cncnc2n1-c1ccccc1,4%,5,4%
N#Cc1cccc(-c2ccc3ncnc(NCc4cccnc4)c3c2)c1,u,1,-39%
CC(C)c1cccc2nc3c(c(C(C)(C)C)c12)Cn1c-3cccc1=O,1%,-2,32%
C[C@@H]1C=CCC(=O)OC[C@H](C)C(=O)OC[C@H]2O[C@H]1C=C[C@H]2O,-6%[10 µM],0,-14%[10 µM]
O=C(O)C1CC[C@@](C(=O)O)(c2ccccc2)c2ccccc21 (some centres undefined),6%,-1,-8%
COCCn1c(C(=O)N2CCCC2)cc2c1C[C@H]1CN(C(=O)c3ccccc3)[C@@](Cc3ccc(OC)cc3)(C(=O)OC)[C@@H]21,1%,1,7%
O=C(c1cccc(F)c1)N1CCC[C@@]2(CCN(c3ccccn3)C2)C1,1%,4,-25%
O=C(c1csnn1)N1CCC2(CC1)CCN(c1ccccn1)CC2,-11%,-6,26%
COC(=O)N1CC=CC1(C)C(=O)O (centres undefined),4%,-6,-5%
c1ccc([C@@H]2CN3CCSC3=N2)cc1,-7%[17 µM],1,-25%[16.9 µM]
CC(C)NC(=O)N1CCC2(CC1)CCN(C(=O)c1cc(C(F)(F)F)cc(C(F)(F)F)c1)CC2,12%,2,1%
CC(=O)N1CCC2(CCCN(c3ccncc3)C2)CC1,2%,1,6%
COc1ccc(C2c3[nH]c4ccccc4c3CC3C(=O)N(CCc4ccc(OC)c(OC)c4)CC(=O)N32)cc1 (centres undefined),-2%,0,u
COc1ccc(Oc2ncc3ncc(=O)n(Cc4cccs4)c3n2)cc1,-2%,-7,3%
O=c1oc2cc(O)ccc2cc1-c1ccc2c(c1)OCCO2,-28%,3,-17%
CCCCC[C@H](O)/C=C/C1=C(C/C=C\CCCC(=O)O)C(=O)CC1,-14%,1,-4%
c1ccc(C(c2ccccc2)N2CC[C@@]3(CCCNC3)C2)cc1,21%,-1,16%
CCS(=O)(=O)N1CCC[C@H]2CN3CCc4cc(OC)ccc4[C@@H]3C[C@@H]21,6%,3,-17%
CC(=O)OCC1OC(n2cnc3c(=O)[nH]cnc32)C(OC(C)=O)C1OC(C)=O (centres undefined),-9%,0,-9%
C=C(C)C(=O)OCCOC(=O)C(=C)C,-10%,2,7%
C=CCC(O)c1ccccc1 (centres undefined),2%,-2,11%
COc1cccc([C@@H]2Oc3ccc(Br)cc3C[C@H]2OC(=O)Nc2ccc(C)c(Br)c2)c1,-23%,3,-2%
CN(C)c1ncnc2ccc(-c3ccoc3)cc12,-4%,-2,-1%
Cc1cc(O)c(C=O)c(O)c1C(=O)O,-18%,-2,-32%
C#CCCCO/N=C1/C[C@@H](O)[C@@H](O)[C@@H]2[C@@H]3C(=O)N(c4cccc(Oc5ccccc5)c4)C(=O)[C@H]3CC[C@@H]12,5%[10 µM],6,1%[10 µM]
N#Cc1cccc(-c2nc(NCc3cccs3)c3ccccc3n2)c1,2%,0,0%
CC(C)(O)[C@@H]1CCC[N+]2(C)CCCC[C@H]12 (some centres undefined),2%,-2,8%
CC(C)=CC1C(C(=O)O)C1(C)C (centres undefined),2%,-3,-22%
COc1ccc(Oc2ncc3nc(-c4ccc(F)cc4)c(=O)n(C[C@H]4CCCO4)c3n2)cc1,u,2,54%
COc1cccc(NC(=O)/C=C\c2ccc(Cl)cc2)c1,-16%,-9,-3%
Cc1noc(C)c1-c1nccc(N2CCOCC2)n1,11%,2,u
CCOC(=O)N/N=C1/C[C@@H](O)[C@@H](O)[C@@H]2[C@@H]3C(=O)N(C[C@@H]4CCCO4)C(=O)[C@H]3CC[C@H]12,1%[10 µM],1,13%[10 µM]
CC(C)(C)OC(=O)NC(NC(=O)OCC1c2ccccc2-c2ccccc21)C(=O)O (centres undefined),-3%,-8,6%
O=S(=O)(CCc1ccccc1)c1ccccc1,-10%,1,7%
COCCN1C(=O)N[C@@H](c2cccc(C(F)(F)F)c2)C(C(C)=O)=C1C,-3%,1,-11%
CCC[C@@H]1C[C@@]1(CCC)C(NC(=O)c1ccc(-c2ccccc2)cc1)c1cccc(Cl)c1 (some centres undefined),-20%,-3,9%
COc1cccc(Cn2c(=O)cnc3cnc(N4CCN(C)CC4)nc32)c1,-10%,-5,35%
C=C[C@@]1(C)CC(=O)[C@]2(O)[C@@]3(C)[C@H](O)CCC(C)(C)[C@@H]3[C@H](O)[C@H](OC(C)=O)[C@@]2(C)O1,-4%,0,3%
O=C(c1cccc(F)c1)N1CCC2(CCN(Cc3cc(C(F)(F)F)cc(C(F)(F)F)c3)CC2)CC1,-9%,-2,0%
O=C(c1csnn1)N1CCC2(CCN(Cc3nccs3)CC2)CC1,-4%,3,1%
COCCNc1ccnc(-c2c(C)noc2C)n1,18%,0,-16%
C=CCC1C=CC(Oc2ccc(OC)cc2)C(CO)O1 (centres undefined),-6%[10 µM],-1,0%[10 µM]
FC(F)(F)c1ccccc1-c1cncnc1NCCc1cnc[nH]1,2%,4,10%
O=C(O)CCC/C=C\CC1C2CCC(O2)C1CNNC(=O)Nc1ccccc1 (centres undefined),-14%,-3,7%
O=C(/C=C/c1ccc(O)c(O)c1)c1ccc(O[C@@H]2O[C@H](CO)[C@@H](O)[C@H](O)[C@H]2O)c(O)c1O,-15%,-11,1%
COc1ccc(Oc2ncc3nc(-c4ccc(Cl)cc4)c(=O)n(C4CC4)c3n2)cc1,-2%,1,16%
Cc1noc(C)c1C(=O)N1CCC2(CCN(Cc3ccc(C#N)cc3)CC2)CC1,0%,-4,-18%
N#Cc1cccc(CS(=O)(=O)c2nc3ccccc3s2)c1,-4%,1,-35%

Other entries
SMILES,Gal4-VP16 FLuc,FBPA coupling cs,RORgamma inh
COC(=O)[C@H]1C[C@@H]1[C@H](NS(=O)(=O)c1ccc(-c2ccccc2)cc1)c1ccccc1,1%,1,38%
N[C@H](CSC(c1ccccc1)(c1ccccc1)c1ccccc1)C(=O)O,4%,1,9%
COc1ccccc1CN1CC[C@@]2(CCCN(C(C)=O)C2)C1,-1%,1,-7%
NCCCC[C@H](NC(=O)[C@@H](Cc1ccccc1)NC(=O)[C@H](Cc1c[nH]c2ccccc12)NC(=O)[C@@H](CCCCN)NC(=O)[C@@H](Cc1c[nH]c2ccccc12)NC(=O)[C@@H](N)Cc1cnc[nH]1)C(N)=O,4%,3,12%
O=C(c1cccc(F)c1)N1CCC[C@@]2(CCN(Cc3ccccc3)C2)C1,-3%,1,-7%
FC(F)(F)c1ccccc1-c1cncnc1-n1ccnc1,-19%,2,0%
O=C1C(c2[nH]c3ccc(S(=O)(=O)O)cc3c2O)=Nc2ccc(S(=O)(=O)O)cc21,2%,-38*,6%
COCCn1c(=O)c(-c2ccc(OC)cc2)nc2cnc(OCc3ccccc3)nc21,0%,-1,-3%
CN(C)c1ccc(-c2cc(NCc3ccccc3)ncn2)cc1,u,-5,8%
CC1(C)S[C@@H]2[C@H](NC(=O)COc3ccccc3)C(=O)N2[C@H]1C(=O)O (tested in a mixture with another compound),4%[17 µM],0,3%[16.9 µM]
O=C(c1cnccn1)N1CCC[C@@]2(CCN(Cc3cc(C(F)(F)F)cc(C(F)(F)F)c3)C2)C1,2%,-1,-21%
O=c1cc(-c2ccc(O)cc2)oc2cccc(O)c12,1%,-1,33%
CC(C)=NOC[C@@H](O)[C@@H]1O[C@@H]2OC(C)(C)O[C@@H]2[C@H]1O,5%[10 µM],2,-4%[10 µM]
Cn1c(=O)c(-c2cccc(C#N)c2)nc2cnc(Oc3ccccc3)nc21,7%,1,18%
Cc1noc(C)c1C(=O)N1CCC2(CCN(Cc3ccccc3)CC2)CC1,5%,0,-21%
O=C(O)c1ccc(OCCCOc2ccc(C(=O)O)cc2)cc1,2%&-7%,14,8%&6%
CCN1C(=O)[C@H]2[C@H]3[C@H](O)[C@H](O)C/C(=N/O[C@@H]4O[C@@H](COC(C)=O)[C@@H](OC(C)=O)[C@@H](OC(C)=O)[C@H]4OC(C)=O)[C@@H]3CC[C@@H]2C1=O,-8%[10 µM],3,7%[10 µM]
COc1cc2oc(=O)cc(-c3ccc(-c4cccc(N)c4)cc3)c2c(OC)c1OC,7%,0,-36%
CC1=CC(=O)C2C(C)(C)CCC[C@@]2(C)[C@@]1(O)CCc1ccoc1 (some centres undefined),-8%,3,24%
Nc1ncnc2c1ncn2[C@@H]1O[C@H](COP(=O)(O)OP(=O)(O)O)[C@@H](O)[C@H]1O,-3%,2,-23%
CN1C(=O)CC[C@@H]1c1cccnc1,2%[17 µM],-2,-1%[16.9 µM]
Cc1ccc(S(=O)(=O)Nc2ccc(NS(=O)(=O)c3ccc(C)cc3)c3ncccc23)cc1,5.6µM*,-6,5µM*
COc1ccc(NC(=O)N2CCCC3(CCN(C(=O)c4c(C)noc4C)CC3)C2)cc1,-6%,-1,-23%
CCNc1ncc2nc(-c3ccc(OC)cc3)c(=O)n(CCc3ccccc3)c2n1,6%,2,-17%
c1csc(CNc2nc(-c3ccoc3)nc3ccccc23)c1,6%,4,u
CN(Cc1ccco1)c1cc(-c2cccc(NS(C)(=O)=O)c2)ncn1,-23%,-3,36%
CC(=O)OC[C@@H]1O[C@H](CCO/N=C(\C)CCN2CCCc3nc(C)c(C)cc32)C=C[C@@H]1OC(C)=O,5%[10 µM],4,4%[10 µM]
CN(C)C(=O)c1ccc(-c2cc(Nc3ccccc3)ncn2)cc1,-8%,-1,19%
O=C(c1cccc(F)c1)N1CCC2(CC1)CCN(c1ccncc1)CC2,0%,3,-10%
COc1cccc([C@@H]2Oc3ccc(Br)cc3C[C@H]2OC(=O)Nc2ccc(OC(F)F)cc2)c1,-10%,-4,3%
CC(C)CCCC(C)C1CCC2C3=CC[C@@H]4CC(O)CC[C@@]4(C)C3CC[C@]21C (some centres undefined),0%,0,0%
COc1ccc(-c2nc3cnc(N4CCOCC4)nc3n(Cc3cccs3)c2=O)cc1,-1%,1,15%
CN(C)c1ccc(-c2ccc3ncnc(NCc4ccccc4)c3c2)cc1,-1%,-7,9%

Some values from the list.
Cc1ccc(S(=O)(=O)Nc2ccc(NS(=O)(=O)c3ccc(C)cc3)c3ncccc23)cc1 @ FBPA coupling cs = -6
COc1cccc([C@@H]2Oc3ccc(Br)cc3C[C@H]2OC(=O)Nc2ccc(OC(F)F)cc2)c1 @ FBPA coupling cs = -4

Ordered by value in RORgamma inh (falling): 4 of the compounds above
SMILES	RORgamma inh
FC(F)(F)c1ccccc1-c1cncnc1NCCc1cnc[nH]1	10%
O=C1C(c2[nH]c3ccc(S(=O)(=O)O)cc3c2O)=Nc2ccc(S(=O)(=O)O)cc21	6%
CC(C)NC(=O)N1CCC2(CC1)CCN(C(=O)c1cc(C(F)(F)F)cc(C(F)(F)F)c1)CC2	1%
O=C(O)C1CC[C@@](C(=O)O)(c2ccccc2)c2ccccc21 (some centres undefined)	-8%
